# AddAB inh = less growth of phage-infected E. coli with AddAB | E. coli expressing H. pylori AddAB, absorbance growth | inhibition, % at 11.9 µM | actives 0.29% (n = 330,000); in the data active = inhibition above about 12%;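 also: 0% = vehicle wells of infected cells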
# Wnt bcat act = Wnt/beta-catenin pathway activation; Wnt/beta-catenin reporter cell assay, activator, plate reader; activation, % at 9.35 µM; actives 1.2% (n = 300,000); in the data active = activation above about 30%, passing the limit was not always enough;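 also: 0% = neutral control wells and 100% = positive control wells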
# phage Ecoli inh = E. coli growth loss with phage present | growth absorbance | inhibition, % at 11.9 µM | actives 0.26% (n = 360,000) | AID 651602; in the data active = inhibition above about 11%
# Rtt109 Vps75 = blocks Candida albicans Rtt109/Vps75 acetyltransferase activity; inhibition, % at 34.9 µM; purified Rtt109/Vps75, ThioGlo CoA-SH fluorescence, 4 h; Q5AAJ8; actives 0.16% (n = 330,000);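 active = inhibition of at least 50% in every replicate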
# Target sequence (Q5AAJ8 whole entry, looked up): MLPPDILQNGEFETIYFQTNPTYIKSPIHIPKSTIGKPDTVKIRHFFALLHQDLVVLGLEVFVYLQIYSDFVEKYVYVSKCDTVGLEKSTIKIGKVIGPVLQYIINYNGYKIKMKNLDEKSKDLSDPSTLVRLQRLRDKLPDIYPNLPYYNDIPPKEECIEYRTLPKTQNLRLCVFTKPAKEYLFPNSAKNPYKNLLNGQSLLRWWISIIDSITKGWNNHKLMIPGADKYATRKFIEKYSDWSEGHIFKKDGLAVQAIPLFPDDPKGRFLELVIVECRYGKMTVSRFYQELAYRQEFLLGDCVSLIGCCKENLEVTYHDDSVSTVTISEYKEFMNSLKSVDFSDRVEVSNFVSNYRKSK
# PfHsp90 yeast 2 = inhibits growth of yeast expressing Plasmodium falciparum Hsp90 | S. cerevisiae expressing PfHsp90, BacTiter-Glo ATP, 48 h; yeast lacking PDR1 and PDR3 efflux regulators | inhibition, % at 9.4 µM | actives 0.32% (n = 310,000) | AID 504621;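 active = every replicate shows inhibition above about 80%, whatever the replicate mean, limit read from the data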;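 also: 0% = DMSO neutral controls and 100% = 20 µM radicicol positive controls; yeast relying on Plasmodium falciparum Hsp90 in place of its own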
# Tat export inh = inhibitors of E. coli Tat protein transport; E. coli MC4100 TorA-mCherry Tat export, fluorescence; inhibition, % at 10 µM; actives 0.036% (n = 340,000);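 active = mean replicate inhibition at least 50% and at least half of replicates individually reaching 50%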;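 also: exported cargo escapes ClpAP degradation while cytoplasmic cargo is degraded and loses fluorescence; 0% = median of neutral control wells and 100% = median of NaSCN control wells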
# DAGLB inh = diacylglycerol lipase beta (human) inhibition | HEK293T DAGLB membrane lysate, EnzChek fluorogenic substrate | inhibition, % at 5.17 µM | actives 0.059% (n = 340,000); in the data active = inhibition above about 34%;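 also: 0% = enzyme with vehicle and 100% = wells lacking enzyme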
# Target sequence (Q8NCG7 whole entry, looked up): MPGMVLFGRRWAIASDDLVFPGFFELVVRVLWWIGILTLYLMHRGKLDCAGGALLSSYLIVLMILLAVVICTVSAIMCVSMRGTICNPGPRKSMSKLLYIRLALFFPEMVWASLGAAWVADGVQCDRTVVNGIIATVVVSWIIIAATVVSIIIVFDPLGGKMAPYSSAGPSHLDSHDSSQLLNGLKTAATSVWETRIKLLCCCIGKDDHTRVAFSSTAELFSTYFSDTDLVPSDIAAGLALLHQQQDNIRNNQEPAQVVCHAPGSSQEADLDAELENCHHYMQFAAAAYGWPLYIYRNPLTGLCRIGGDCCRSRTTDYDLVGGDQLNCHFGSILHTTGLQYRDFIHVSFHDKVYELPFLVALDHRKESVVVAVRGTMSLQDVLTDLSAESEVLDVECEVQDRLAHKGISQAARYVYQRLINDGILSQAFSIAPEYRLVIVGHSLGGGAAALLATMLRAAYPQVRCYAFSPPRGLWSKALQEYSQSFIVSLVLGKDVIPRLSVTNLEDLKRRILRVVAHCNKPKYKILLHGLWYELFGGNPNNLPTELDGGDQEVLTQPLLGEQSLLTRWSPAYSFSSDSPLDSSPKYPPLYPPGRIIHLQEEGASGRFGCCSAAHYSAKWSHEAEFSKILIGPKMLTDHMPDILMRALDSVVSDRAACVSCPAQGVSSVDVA
# PvdQ inh = P. aeruginosa PvdQ acylase inhibition; purified PvdQ acylase, fluorescence plate reader; inhibition, % at 10 µM; actives 0.063% (n = 340,000); in the data active = inhibition above about 30%, passing the limit was not always enough;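 also: 0% = vehicle neutral wells and 100% = reference inhibitor wells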
# Ecoli viability = bacterial growth inhibition, counter-screen for AddAB inhibitors | E. coli V3065 growth, OD600 absorbance, 18 h | inhibition, % at 11.9 µM | actives 0.27% (n = 330,000) | AID 449728;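 active = inhibition above the campaign's mean inhibition across all tested compounds plus 3 SD, cut at about 9.9% in these data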;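 also: uninfected addAB+ strain grown without phage in ampicillin broth; 0% = DMSO wells and 100% = ciprofloxacin 0.95 µg/ml wells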
# CAL PDZ inh = human CAL PDZ-peptide interaction inhibition; purified CAL PDZ, TMR-peptide fluorescence polarization, 1 h; inhibition, % at 20 µM; actives 0.02% (n = 330,000); AID 504414;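 active = highest replicate inhibition of at least 40%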;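 also: plate controls were DMSO neutral control wells for no effect and unlabeled competitor peptide control wells for full effect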
#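 Material – purified CerCALP PDZ construct · Detection – FP readout, S and P plane fluorescence · Measure – percent inhibition from loss of millipolarization · Controls – unlabelled peptide for full inhibition, DMSO wells as neutral · Probe or stimulus – TMR-labelled reporter peptide T*-PRC34 bound in PDZ groove · Times – 1 h at RT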
# * hit, by the source's call; . = not tested or not shown.
structure,AddAB inh,Wnt bcat act,phage Ecoli inh,Rtt109 Vps75,PfHsp90 yeast 2,Tat export inh,DAGLB inh,PvdQ inh,Ecoli viability,CAL PDZ inh
O=C(CN1CCN(S(=O)(=O)c2cccs2)CC1)N1CCCCC1,.,-5,3.2,5,-9,3,-1,-13,.,-0.1
COc1c(Br)cc(/C=N/n2c(-c3ccccc3)n[nH]c2=S)c(O)c1Br,3.3,12,2.5,10,-1,-10,6,7,1.6,-1.3
CCn1c(CNC(=O)C2CCCCC2)cc2cc(C)ccc21,.,-2,1.0,9,4,-19,0,0,.,-0.7
C=Cn1ccnc1P(=S)(c1ccc2c(c1)c1ccccc1n2CC)c1nccn1C=C,-0.1,.,0.8,-2,-45,-7,-1,-14,0.0,-2.1
Cc1ccc(C)c(OCCC(=O)NNC(=O)Cn2nc(C)cc2C)c1,-1.7,-4,-0.1,.,12,8,-1,-10,-2.2,-0.3
CC1(C)Cc2cccc(OCC(=O)Nc3nccs3)c2O1,2.2,5,0.9,-1,10,7,0,-7,-0.3,-1.1
Cc1cc(C)n(-c2ccc(C(=O)NC3CCCCC3)cc2)n1,1.1,1,1.7,-15,10,-5,0,-5,0.4,-1.1
C/C(=N\NC(=O)c1cc(O)ccc1O)c1cccc(NC(=O)c2cccc(Cl)c2)c1,-1.7,15,1.6,4,-11,7,2,-13,-1.3,-1.3
COc1ccc(C(C)=NNc2ccc([N+](=O)[O-])cc2S(=O)(=O)Nc2ccccc2C(=O)O)c(OC)c1,-1.5,-2,1.9,4,-16,14,18,0,-0.5,0.0
O=C(COc1ccccc1C(=O)NCc1ccccn1)Nc1ccc(Br)cc1,2.4,-1,4.7,7,-21,2,1,-8,2.4,-5.6
CCn1c(CNc2ccccc2Cl)nnc1SCC(=O)NCc1ccccc1,-0.6,-3,-0.6,5,15,9,0,-14,-0.7,-3.1
CC1(C)CC(=O)C(=C2SCCCS2)C(=O)C1,-0.6,-5,1.3,10,26,-7,1,4,2.4,-1.4
CCOC(=O)c1c(NC(C)=O)sc2c1C1CCN2CC1,-1.3,.,2.9,5,21,22,1,0,0.6,-2.7
O=C1[C@H]2[C@@H](c3ccc(F)cc3)N3C(=O)N(c4cccc(F)c4)C(=O)[C@@]3(Cc3ccccc3)[C@H]2C(=O)N1C1CCCCC1,2.1,-2,-1.8,0,-5,-1,-6,-16,2.4,-0.8
O=C1CCN(Cc2nc(-c3ccc(Cl)cc3)no2)CCN1,-1.8,-1,4.3,18,.,5,-2,7,-1.1,0.1
CCOC(=O)[C@H]1[C@H]2COc3ccccc3[C@@H]2N2C(=O)c3cc(OC)ccc3NC(=O)[C@@]12C,5.7,-5,0.6,20,2,5,-3,1,1.9,-0.9
CC1CN(C(=O)c2cc(COc3c(F)cccc3F)on2)CCN1C (stereo not given),-2.5,0,3.7,7,14,7,2,7,-1.4,0.1
COc1ccc(OCc2nnc(SCC(N)=O)n2N)cc1,-2.4,.,1.2,-14,-14,-1,-1,-18,-2.4,-1.1
CC(C)(C)NC(=O)CN(C(=O)C1CSC(=O)C1)c1ccc2c(c1)OCCO2 (stereo not given),-0.4,.,0.6,4,15,5,2,-4,-1.0,-2.4
CC(C)(C)C(=O)NC(=S)Nc1ccc(Cl)c(C(=O)O)c1,4.2,0,2.6,-6,-16,3,-2,-13,3.6,0.1
CSc1ccccc1NC(=O)COC(=O)Cn1cc(C(F)(F)F)ccc1=O,-0.1,3,1.8,-13,8,-2,-2,-18,5.3,0.0
Cc1ccc(C)c(SCC(=O)NC(=O)Nc2ccc3c(c2)OCCO3)c1,0.2,2,2.1,3,14,-5,-5,-11,3.2,0.1
COc1ccc(S(=O)(=O)N2CCOC2CNC(=O)C(=O)NCCc2ccc(OC)c(OC)c2)cc1C (stereo not given),4.2,-3,0.6,12,4,-5,3,-7,2.1,-4.1
O=C(c1cccs1)N1CCN(S(=O)(=O)c2ccc(F)cc2)CC1,1.2,-1,1.6,.,.,.,.,.,-1.4,.
CNC(=O)Nc1ccccc1C(=O)NCc1ccccc1,1.1,.,3.4,-2,-29,-2,-2,-8,2.0,-0.7
CNS(=O)(=O)c1cccc(C(=O)Nc2cccc(Cl)c2)c1,5.1,.,1.1,19,14,5,1,6,1.4,-2.1
C/C(=N\NC(=O)c1c(C)nc2ccccn12)c1cccc([N+](=O)[O-])c1,-0.1,-1,1.9,-3,-3,-5,3,-13,1.1,-0.8
COc1ccc(C(c2nnnn2C2CCCCC2)N2CCN(C)CC2)c(OC)c1 (stereo not given),1.4,-1,-1.0,-19,27,-2,-3,-12,0.2,0.5
O=C(Nc1ncnc2sc3c(c12)CCCCC3)c1ccc(F)cc1,-5.2,.,-2.0,5,.,-9,-9,2,-1.2,-1.5
CCN(CC)c1ccc(C2C3CCCCC3(O)CCN2CC(=O)N2CCCCC2)cc1 (stereo not given),1.9,.,1.7,17,11,-3,1,-11,0.3,0.0
CCOc1ccc(-n2c(SCC(N)=O)nc3sc4c(c3c2=O)CCN(C)C4)cc1,4.2,-2,3.9,-12,7,-8,2,-1,1.8,-1.4
Oc1ccccc1C=NNC(=S)NN=Cc1ccccc1O,.,-2,13*,0,-2,-2,11,1,.,5.1
CS(=O)(=O)N(CC(=O)O)c1ccc2c(c1)OCO2,-0.1,-1,2.2,-2,-5,-8,1,0,1.3,-0.5
COc1ccc(C2(CNC(=O)Cc3ccc(OC)c(OC)c3)CCOCC2)cc1,-1.1,2,2.7,-5,7,-6,3,-12,1.3,-1.5
Cc1sc(N)c(C(=O)c2ccccc2)c1C,1.7,0,3.5,-1,-16,3,.,-3,-2.2,0.0
CCOc1ccc(C(=O)NC2CCN(C(=S)Nc3ccccc3C)CC2)cc1,2.5,-2,1.1,1,-19,3,0,-22,-2.0,-8.6
O=C(Cc1ncc(C(F)(F)F)cc1Cl)NCc1cccnc1,-1.1,0,0.6,5,-14,0,-1,-9,-0.9,0.2
CCn1c(SCC(=O)Nc2ccc(NC(=O)c3cccs3)cc2)nnc1-c1cccnc1,1.6,.,-0.9,-5,-8,0,0,-8,0.9,-1.7
CCOC(=O)c1nc(Nc2ccccc2C)c2ccccc2n1,3.0,-1,4.0,4,5,6,-1,3,0.6,-0.7
CCOc1ccccc1-c1cc(C(=O)N/N=C(\C)c2cccnc2)c2ccccc2n1,0.7,-1,4.9,-3,-3,1,-7,-24,2.0,-1.9
Cc1[nH]c2ccccc2c1/C=N\NC(=O)c1ccco1,.,11,-0.2,5,2,-10,-3,3,.,-2.4
Cc1ccc(/C(N)=N/OC(=O)CCCc2ccccc2)cc1,4.5,-2,-0.2,-12,7,2,-27,-11,-0.2,-1.9
COc1ccc(OCC(=O)N/N=C/c2ccc(OC)c(OC)c2C(=O)O)cc1,2.5,1,3.6,2,-9,-5,-6,2,0.8,0.3
O=C(COC(=O)c1cccs1)Nc1cccc(S(=O)(=O)N2CCOCC2)c1,5.3,12,2.0,4,1,-5,5,-18,-0.9,-1.1
Cc1ccc(-n2nc(C)c3c(C)c(CCC(=O)NCCCOC(C)C)c(C)nc32)cc1,.,0,1.8,6,-11,-6,-3,17,.,-0.4
CCOc1ccc(C)cc1S(=O)(=O)Nc1ccc(Cl)cn1,0.2,.,-0.8,-2,11,9,1,-5,-1.7,-0.6
COc1cccc(C(=O)N2CCSC2=S)c1,3.5,.,0.6,0,-1,-4,2,3,2.4,-1.0
CCn1c(CSc2nc(C)cc(C)n2)nnc1SCC(=O)Nc1ccccc1,0.2,-6,2.5,.,.,-5,0,17,-0.3,-0.9
O=C(CSc1nc2ccccc2[nH]1)Nc1ccc(F)cc1,7.7,-3,6.7,0,8,10,-2,-16,5.6,-1.0
CCOCCCNC(=O)c1ccc2c(c1)OCO2,1.9,.,2.4,-24,.,-9,2,-10,-3.6,.
CCSC(C)CC1C/C(=N/O)c2c(CC)noc2C1 (stereo not given),1.4,0,-0.5,0,5,-11,-3,1,0.2,-2.9
CCn1cc(CNC(=O)CCc2nnc(CCC3CCCCC3)o2)cn1,4.7,-2,1.4,1,6,0,-2,8,0.0,-1.3
CCOC(=O)C1=C(CN2CCN(C(=O)c3ccco3)CC2)NC(=O)NC1c1ccc(C)cc1 (stereo not given),0.4,-5,-0.2,7,-48,-1,-1,2,1.6,-1.6
COc1ccc(C)cc1NC(=O)NC(C)c1ccncc1 (stereo not given),5.5,-1,0.9,.,-3,0,0,-12,-1.2,-0.5
CCOC(=O)CC(NC(=O)CCc1c(C)nc2nc(C)nn2c1C)c1ccc(OC(C)C)cc1 (stereo not given),-2.7,-3,3.4,.,14,-5,1,0,-0.3,-3.1
O=C(CSc1nnc(-c2cccnc2)n1Cc1ccccc1)N1CCOCC1,0.2,-2,.,-7,.,-6,0,-2,-1.9,-2.0
O=C(Cc1ccccc1)Nc1nnc(-c2cccc([N+](=O)[O-])c2)s1,0.5,-5,1.2,-3,14,-7,-3,6,-0.6,-0.4
O=C(c1ccc(Br)o1)N1N=C(c2ccc(Cl)cc2)CC1c1ccco1 (stereo not given),3.9,2,1.5,-2,-23,-5,0,-7,-0.3,-2.1
Nc1ccc(S(=O)(=O)N2CCC(Cc3ccccc3)CC2)cc1,0.6,-5,2.6,0,21,0,-3,-4,-0.4,-1.7
Cc1ccccc1CNCc1ccc2c(c1)OCO2,.,4,-0.9,2,-5,3,-2,8,.,-0.8

# Following part:
structure,AddAB inh,Wnt bcat act,phage Ecoli inh,Rtt109 Vps75,PfHsp90 yeast 2,Tat export inh,DAGLB inh,PvdQ inh,Ecoli viability,CAL PDZ inh
O=S1(=O)CC(O)C(Nc2ccccc2)C1 (stereo not given),2.1,-2,0.9,3,0,29,1,-4,0.9,-0.9
CC#CC(=O)N1CCC(CCC(=O)N(C)Cc2ccccc2)CC1,-1.5,-3,0.7,-3,-49,-7,-1,-10,0.9,-0.3
O=C(Cn1c(=O)oc2ccccc21)Nc1nc(-c2ccc(Br)cc2)cs1,4.8,-2,3.4,-4,0,25,-4,5,0.3,-0.8
FC(F)(F)c1ccc(NC2=NCCC2)cc1,1.9,-2,2.2,.,5,-6,-4,7,1.1,-0.6
O=C(CSc1nncc2ccccc12)Nc1cccc(O)c1,1.5,0,0.4,14,10,-1,1,-5,0.2,-3.7
O=C(O)c1cc(S(=O)(=O)N2CC3CC3C2C(=O)O)c(Cl)cc1Cl (stereo not given),0.5,-2,1.2,-1,-32,-3,-1,-4,2.9,-0.1
O=C1CC(C(=O)N(c2cccc(F)c2)C(C(=O)NC2CCCC2)c2ccccn2)CS1 (stereo not given),0.4,.,4.9,-9,6,-4,-1,-6,-0.8,0.0
O=C(NCc1ccccn1)c1cc(-c2ccc(Cl)cc2)nc2ccccc12,-0.4,-2,3.7,-3,-30,7,-1,-15,-0.6,-1.3
COC(=O)CCC(=O)NN1C(=O)c2ccccc2C1=O,1.6,-2,2.3,-1,1,4,1,-1,0.0,-2.0
O=C(NC(=S)N1CCN(Cc2ccccc2)CC1)c1cccnc1,-6.1,-15,4.1,-2,7,-7,-2,-15,0.3,0.8
N=c1oc2ccccc2cc1-c1nc2ccccc2c(=O)[nH]1,0.6,-1,0.1,-3,-4,2,1,-17,-1.0,0.0

# Compounds were not picked by outcome; 1.9% or so of the library scored in one or more.
